BRCA1 expr act: qHTS Assay to Identify Small Molecule Activators of BRCA1 Expression | 380,000 tested, 1.1% active | Potency, µM (doses to about 46.1 µM), inactives show top-dose activation, actives largely listed as activators | MCF7-BRCA1-FFLuc reporter, luminescence, 48 h; response scale: scaled: vehicle 0%, 10 µM genistein 100%; note: nearly all actives have a fitted effect of over 80% in size; some results filed as inactive show a strong effect at the top dose
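Using MCF7 cells harboring a BRCA1 firefly luciferase reporter, plated 2 h before compound pinning, the screen measured luminescence after 48 h incubation. Responses were normalized to DMSO and 10 microM genistein, then fitted for concentration-effect.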
NPC1 promoter act: qHTS Assay for NPC1 Promoter Activators; 320,000 tested, 2.4% active; Huh7 NPC1 promoter luciferase reporter, 24 h; Potency, µM (titrated, usually from 9.22 µM), without a hit: at the highest dose activation, hits mostly activators;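 note: % of control where 0% means no effect; nearly all actives have a fitted effect of over 60% in size; reporter is driven by a mutant NPC1 promoter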
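Stable NPC1-promoter luciferase Huh7 line; cpd (DMSO) 24 h, 37 °C, 5% CO2; Amplite luciferase reagent 10 min RT; luminescence readout. qHTS format.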
Rab9 promoter act: qHTS Assay for Rab9 Promoter Activators; Huh7 Rab9 promoter-luciferase reporter, luminescence, 24 h; AID 485297, 2010; 320,000 tested, 2.8% active; Potency, µM (top dose mostly 9.22 µM), for inactives: top-dose activation, negative = inhibition, actives largely listed as activators; note: % of control where 0% means no effect; nearly all actives have a fitted effect of over 60% in size
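Quantitative HTS format; Huh7 Rab9-luciferase reporter cells (1500/well) receive compound 2 h post-plating, incubate 24 h at 37 °C, then get luciferase reagent for 10 min before luminescence reading.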
MBNL1 CUG block: qHTS Assay for Inhibitors of MBNL1-poly(CUG) RNA binding; Muscleblind-like protein 1 (Homo sapiens), Q9NR56; TR-FRET MBNL1-His/biotin-(CUG)12 binding, 665/545 ratio; Potency, µM (series often up to 57.5 µM), inactives show at the highest dose activity change, negative = inhibition, hits mostly inhibitors; 280,000 tested, 0.036% active; active = well fitted inhibition curve with a large enough effect in the signal ratio, with a control signal flat, not every such curve was filed as active; inconclusive = small, poorly fitted or top-dose-only effect, or effect the other way, or a change in a side signal; inactive = no such curve, though single readings can be large or run the other way; the % refers to the signal ratio; note: % is set by controls: 0 for no effect and ±100 for the full control effect
Target sequence (Q9NR56 whole entry, looked up): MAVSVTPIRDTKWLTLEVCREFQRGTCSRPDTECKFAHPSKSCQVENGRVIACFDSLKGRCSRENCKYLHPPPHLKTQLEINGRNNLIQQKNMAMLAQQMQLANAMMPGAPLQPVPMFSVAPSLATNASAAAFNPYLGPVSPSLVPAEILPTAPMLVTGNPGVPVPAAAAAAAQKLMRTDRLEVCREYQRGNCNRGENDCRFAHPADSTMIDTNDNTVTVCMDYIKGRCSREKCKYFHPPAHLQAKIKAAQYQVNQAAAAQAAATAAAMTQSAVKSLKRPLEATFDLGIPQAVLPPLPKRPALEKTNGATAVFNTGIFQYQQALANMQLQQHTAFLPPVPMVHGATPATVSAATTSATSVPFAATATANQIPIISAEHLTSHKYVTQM
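Compounds (final 92 nM to 58 uM) are added to His-tagged MBNL1 and biotin-(CUG)12, then terbium anti-His antibody and streptavidin-XL665 (5 nM final). After 60 min at room temperature, the 665/545 nm ratio is read.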
RORgamma inh: qHTS for inhibitors of ROR gamma transcriptional activity; Nuclear receptor ROR-gamma (Mus musculus), P51450; Drosophila S2 Gal4-RORgamma UAS-luciferase reporter, 20 h; Potency, µM (highest dose often 53.6 µM), for the others: at the top dose activity change, negative = inhibition, hits mostly inhibitors; 310,000 tested, 5.4% active; note: % is set by controls: 0 for no effect and ±100 for the full control effect; nearly all actives have a fitted effect of over 60% in size
Target sequence (P51450 whole entry, looked up, the tested form may be a part): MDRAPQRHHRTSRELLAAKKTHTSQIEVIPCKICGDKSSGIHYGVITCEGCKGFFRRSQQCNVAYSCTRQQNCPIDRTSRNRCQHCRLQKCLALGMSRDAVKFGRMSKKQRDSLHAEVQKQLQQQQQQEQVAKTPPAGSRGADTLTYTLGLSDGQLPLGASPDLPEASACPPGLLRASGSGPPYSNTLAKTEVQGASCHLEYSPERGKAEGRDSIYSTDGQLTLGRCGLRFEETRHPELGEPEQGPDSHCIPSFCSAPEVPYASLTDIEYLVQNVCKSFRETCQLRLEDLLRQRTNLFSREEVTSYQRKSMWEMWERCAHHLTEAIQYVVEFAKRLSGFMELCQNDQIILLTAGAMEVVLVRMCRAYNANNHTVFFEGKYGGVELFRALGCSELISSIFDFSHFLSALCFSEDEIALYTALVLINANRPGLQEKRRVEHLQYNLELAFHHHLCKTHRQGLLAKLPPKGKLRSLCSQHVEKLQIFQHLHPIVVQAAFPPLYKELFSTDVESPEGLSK
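Compounds are pin-transferred onto Drosophila Schneider cells expressing a copper-inducible Gal4–ROR gamma transactivation domain fusion. After 1 hr, copper sulfate is added to 700 uM final; luciferase is read 20 hr later.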
VP16 counter: VP16 counterscreen qHTS for inhibitors of ROR gamma transcriptional activity; 310,000 tested, 3.5% active; Drosophila S2 Gal4-VP16 UAS-luciferase, luminescence, 20 h; Potency, µM (highest dose often 53.6 µM), inactives show at the top dose activity, negative = inhibition, hits mostly inhibitors;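 note: Gal4-VP16 expression switched on by copper sulfate through the metallothionein promoter; % is set by controls: 0 for no effect and ±100 for the full control effect; nearly all actives have a fitted effect of over 50% in size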
uPA surface inh: qHTS for Inhibitors of Cell Surface uPA Generation; Potency, µM (series often up to 38.3 µM), without a hit: at the top dose activity change, negative = inhibition, actives largely listed as inhibitors; 330,000 tested, 0.31% active; cell surface uPA generation assay, qHTS; active = well fitted inhibition curve with a large enough effect; inconclusive = small, poorly fitted or top-dose-only effect; inactive = no such curve, though single readings can be large or run the other way; tested in mouse RAW 264.7 cells; note: % is set by controls: 0 for no effect and ±100 for the full control effect; nearly all actives have a fitted effect of over 55% in size
p53 reactivation: qHTS assay for re-activators of p53 using a Luc reporter; H1299 p53-A138V BP100-luciferase reporter, luminescence, 24 h; Potency, µM (highest dose often 92.2 µM), inactives show at the highest dose activity change, positive = activation, usual class: activators; 320,000 tested, 0.063% active; AID 504706, 2011; note: % of control where 0% means no effect; nearly all actives have a fitted effect of over 45% in size
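p53-null H1299 cells stably carrying temperature-sensitive p53-A138V and a BP100-luciferase reporter were pinned with compounds (4-point, 1:5 series) and held 24 hrs at 37 deg C. Luminescence was read 10 min after detection reagent.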
ELG1 genotoxic: qHTS screen for small molecules that induce genotoxicity in human embryonic kidney (HEK293T) cells expressing luciferase-tagged ELG1. Potency, µM (highest dose often 46 µM), for the others: top-dose activity change, positive = activation, actives largely listed as activators. HEK293T ELG1-luciferase reporter, luminescence, 16 h. AID 504466, 2011. 330,000 tested, 1.3% active; note: % of control where 0% means no effect; nearly all actives have a fitted effect of over 60% in size
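ELG1-luciferase HEK293T cells, 2,000/well; compound pinned in; 16 hr, 37 °C, 5% CO2; ONE-Glo, 30 min RT; luminescence on CCD imager.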
FLuc modulator: qHTS profiling assay for firefly luciferase inhibitor/activator using purifed enzyme and Km concentrations of substrates (counterscreen for miR-21 project); 360,000 tested, 6.9% active; Luciferin 4-monooxygenase (Photinus pyralis), P08659; purified FLuc, Km substrates, luminescence inhibition; Potency, µM (doses to about 57.5 µM), without a hit: at the top dose activity change, negative = inhibition, actives largely listed as inhibitors;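 note: plate controls were vehicle for no effect and reference inhibitor for full effect; nearly all actives have a fitted effect of over 55% in size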
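Purified P. pyralis luciferase, 10 nM final, with Km-level 10 uM D-luciferin and 10 uM ATP in 50 mM Tris acetate pH 7.5, 10 mM Mg acetate, 0.01% Tween-20, 0.05% BSA; 6-point qHTS titration about 60 µM downward; luminescence read.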
* marks the source's active call; other numbers are inactive results; [ ] = another dose, or the depositor's remark. Unless noted, calls come from the whole dose curve; as a rule, active = well fitted curve in the direction sought with a large enough effect; inconclusive = small, poorly fitted or top-dose-only effect, or another doubt; inactive = no such curve, though single readings can be large; an effect the other way counts as inactive or inconclusive. Potency is the fitted concentration of half-maximal effect.

How did C=CCn1c(SCC(=O)NNC(=O)Nc2cccc(Cl)c2)nnc1-c1ccccc1 do in these assays?
BRCA1 expr act: 9%; NPC1 promoter act: -2%; Rab9 promoter act: -5%; MBNL1 CUG block: 2%; RORgamma inh: 24%; VP16 counter: 1%; uPA surface inh: 17%; p53 reactivation: -4%; ELG1 genotoxic: -1%; FLuc modulator: 4%

Results for CC1(C)Cc2ccccc2-c2nc(-c3ccccc3)oc(=O)c21 ?
BRCA1 expr act: -14%; NPC1 promoter act: -4%; Rab9 promoter act: 2%; MBNL1 CUG block: inconclusive; RORgamma inh: 9%; VP16 counter: -18%; uPA surface inh: 1%; p53 reactivation: 9%; ELG1 genotoxic: 1%; FLuc modulator: 2%

What do the screens show for `O=C(CSc1ncn[nH]1)c1ccccc1`?
BRCA1 expr act: 24%; NPC1 promoter act: -1%; Rab9 promoter act: 4%; MBNL1 CUG block: 7%; RORgamma inh: -28%; VP16 counter: -11%; p53 reactivation: inconclusive; ELG1 genotoxic: 5%; FLuc modulator: -10%

What do the screens show for `CC1CCCCN1C(=O)CCn1c(=S)oc2ccccc21` (stereo not drawn)?
BRCA1 expr act: 0%; NPC1 promoter act: -3%; Rab9 promoter act: 4%; RORgamma inh: 19%; VP16 counter: -17%; uPA surface inh: -4%; p53 reactivation: 1%; ELG1 genotoxic: 0%; FLuc modulator: -9%

What do the screens show for `COc1ccc(NC(=O)C/C(C)=N/NC(=O)C2CCCCC2)c([N+](=O)[O-])c1`?
BRCA1 expr act: -1%; NPC1 promoter act: 1%; Rab9 promoter act: -5%; MBNL1 CUG block: inconclusive; RORgamma inh: -7%; VP16 counter: -2%; uPA surface inh: -2%; p53 reactivation: 3%; ELG1 genotoxic: -4%; FLuc modulator: -2%

What do the screens show for `Cc1sc2nc(COC(=O)CNC(=O)c3ccc(C(C)(C)C)cc3)[nH]c(=O)c2c1C`?
BRCA1 expr act: 4%; NPC1 promoter act: 4%; Rab9 promoter act: 15%; RORgamma inh: -31%; VP16 counter: 22%; uPA surface inh: -2%; p53 reactivation: 8%; ELG1 genotoxic: 8%; FLuc modulator: inconclusive

How did Cc1cccc(NC(=O)C2CCCN2S(=O)(=O)c2ccc(Cl)cc2)n1 (stereo not drawn) do in these assays?
BRCA1 expr act: -1%; NPC1 promoter act: 1%; Rab9 promoter act: 11%; MBNL1 CUG block: 2%; RORgamma inh: 18%; VP16 counter: -7%; uPA surface inh: 0%; p53 reactivation: -4%; ELG1 genotoxic: -1%; FLuc modulator: 2%

How did CCn1c(CSc2nnc(-c3ccoc3C)n2C)nc2cc(S(=O)(=O)N(C)C)ccc21 do in these assays?
BRCA1 expr act: inconclusive; NPC1 promoter act: -1%; Rab9 promoter act: -3%; MBNL1 CUG block: 1%; RORgamma inh: 3%; VP16 counter: -5%; uPA surface inh: -1%; p53 reactivation: -12%; ELG1 genotoxic: -4%; FLuc modulator: 2%

How did Cn1nc(C(C)(C)C)cc1C(=O)NNC(=O)c1cccc(Cl)c1 do in these assays?
BRCA1 expr act: 0%; NPC1 promoter act: -5%; Rab9 promoter act: -10%; RORgamma inh: inconclusive; VP16 counter: inconclusive; uPA surface inh: 4%; p53 reactivation: -2%; ELG1 genotoxic: -12%; FLuc modulator: -1%

Results for Cc1cc(C(=O)NNC(=S)NC(=O)/C=C/c2ccccc2Cl)n[nH]1 ?
BRCA1 expr act: -3%; NPC1 promoter act: 9%; Rab9 promoter act: 6%; MBNL1 CUG block: inconclusive; RORgamma inh: inconclusive; VP16 counter: 13µM*; p53 reactivation: 5%; ELG1 genotoxic: -3%; FLuc modulator: 24µM*

Results for O=C(O)CN1C(=O)C2C3C=CC(C2C1=O)C1C(=O)N(CC(=O)O)C(=O)C31 (stereo not drawn) ?
BRCA1 expr act: 23%; NPC1 promoter act: 3%; Rab9 promoter act: -2%; MBNL1 CUG block: -6%; RORgamma inh: -20%; VP16 counter: 2%; uPA surface inh: -10%; p53 reactivation: -5%; ELG1 genotoxic: 0%[9.26 µM]; FLuc modulator: 1%

Results for CCn1c(-c2ccc(C)cc2)n[nH]c1=S ?
BRCA1 expr act: 0%; NPC1 promoter act: -2%; Rab9 promoter act: -9%; MBNL1 CUG block: -3%; RORgamma inh: 8.9µM*; VP16 counter: 11µM*; uPA surface inh: 7%; p53 reactivation: 10%; ELG1 genotoxic: -1%; FLuc modulator: -5%

Results for O=C1C2=C(SCCS2)C(=O)N1c1ccccc1 ?
BRCA1 expr act: 3%; NPC1 promoter act: -9%; Rab9 promoter act: 5%; MBNL1 CUG block: 14%; RORgamma inh: 8%; VP16 counter: 18%; p53 reactivation: 2%; ELG1 genotoxic: 4%; FLuc modulator: -14%

How did CC1=CC(C)(C)N2C(=O)C3(C(C#N)=C(N)OC4=C3C(=O)CC(C)(C)C4)c3cc(C)cc1c32 (stereo not drawn) do in these assays?
BRCA1 expr act: -39%; NPC1 promoter act: -1%; Rab9 promoter act: -3%; MBNL1 CUG block: -4%; RORgamma inh: inconclusive; VP16 counter: -10%; uPA surface inh: -13%; p53 reactivation: -2%; ELG1 genotoxic: 0%; FLuc modulator: -1%

Results for Cc1ccc2c(CN3CCC(C)CC3)cc(=O)oc2c1C ?
BRCA1 expr act: inconclusive; NPC1 promoter act: inconclusive; Rab9 promoter act: inconclusive; MBNL1 CUG block: 2%; RORgamma inh: 0%; VP16 counter: inconclusive; uPA surface inh: inconclusive; p53 reactivation: 20%; ELG1 genotoxic: inconclusive; FLuc modulator: 17µM*

Results for CC(C)C[C@H](NC(=O)c1nc[nH]c1C(=O)N1CCN(c2ccccc2)CC1)C(=O)OCc1ccccc1 ?
BRCA1 expr act: -11%; NPC1 promoter act: -4%; Rab9 promoter act: -6%; MBNL1 CUG block: -7%; RORgamma inh: 5µM*; VP16 counter: inconclusive; uPA surface inh: 5%; p53 reactivation: -1%; ELG1 genotoxic: 1%; FLuc modulator: 3%

How did COc1ccc(S(=O)(=O)CC(O)CN2CCCC2=O)cc1 (stereo not drawn) do in these assays?
BRCA1 expr act: 12%[1.84 µM]; NPC1 promoter act: -1%; Rab9 promoter act: -2%; MBNL1 CUG block: -5%; RORgamma inh: 4%; VP16 counter: -2%; uPA surface inh: -1%; p53 reactivation: 3%; ELG1 genotoxic: 2%; FLuc modulator: 1%

Results for COc1ccc(C(=O)NC2CCN(CC(=O)Nc3cccc(OC)c3)CC2)cc1 ?
BRCA1 expr act: 0%; NPC1 promoter act: -1%; Rab9 promoter act: 4%; MBNL1 CUG block: -5%; RORgamma inh: -5%[1.91 µM]; VP16 counter: 28%; uPA surface inh: -11%; ELG1 genotoxic: -2%; FLuc modulator: inconclusive

How did CCOC(=O)C(C)(C)Sc1nc2c(cnn2-c2ccc(Cl)cc2)c(=O)[nH]1 do in these assays?
BRCA1 expr act: -13%; NPC1 promoter act: -5%; Rab9 promoter act: -6%; MBNL1 CUG block: -8%; RORgamma inh: inconclusive; VP16 counter: -27%; uPA surface inh: -29%; p53 reactivation: -4%; ELG1 genotoxic: -4%; FLuc modulator: 12%

What do the screens show for `CCCCOC(=O)C1CCCC(C(=O)OCCCC)N1` (stereo not drawn)?
BRCA1 expr act: -23%; NPC1 promoter act: 0%; Rab9 promoter act: -4%; MBNL1 CUG block: -15%; RORgamma inh: 0%; VP16 counter: -5%; uPA surface inh: 3%; p53 reactivation: inconclusive; ELG1 genotoxic: 1%; FLuc modulator: -1%

How did O=C(CSc1nnc(-c2ccccc2F)o1)NC(=O)Cc1ccccc1 do in these assays?
BRCA1 expr act: 23%; NPC1 promoter act: -2%; Rab9 promoter act: 1%; uPA surface inh: 11%; p53 reactivation: inconclusive; ELG1 genotoxic: -1%

In the list so far, 2 have a tert-butyl group.
What do the screens show for `Cc1sc2nc(COC(=O)CNC(=O)c3ccc(C(C)(C)C)cc3)[nH]c(=O)c2c1C`?
BRCA1 expr act: 4%; NPC1 promoter act: 4%; Rab9 promoter act: 15%; RORgamma inh: -31%; VP16 counter: 22%; uPA surface inh: -2%; p53 reactivation: 8%; ELG1 genotoxic: 8%; FLuc modulator: inconclusive

How did Cn1nc(C(C)(C)C)cc1C(=O)NNC(=O)c1cccc(Cl)c1 do in these assays?
BRCA1 expr act: 0%; NPC1 promoter act: -5%; Rab9 promoter act: -10%; RORgamma inh: inconclusive; VP16 counter: inconclusive; uPA surface inh: 4%; p53 reactivation: -2%; ELG1 genotoxic: -12%; FLuc modulator: -1%

Compounds as they come; about 13% have a hit in one of these screens.
